Screening data deposited in PubChem by several laboratories.
human PMI inhibitors = MPI inhibition at elevated mannose 6-phosphate – biochemical, fluorescence intensity, high mannose 6-phosphate, primary screen (AID 1220); recombinant PMI enzyme, coupled fluorescence intensity; higher % means a stronger effect; inhibition, % at 20 µM, or IC50 in µM where a hit was titrated; 190,000 tested, 0.66% active
Dynein cargo inh = dynein cargo transport inhibition | 220,000 tested, 0.47% active | 3617.4 mouse cells, GR-EGFP nuclear translocation imaging; test concentration mostly 20 µM; stimulated with dexamethasone, 1 µM; active compounds read low | z-score, hits read low;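 active = plate z-score of nuclear minus cytoplasmic receptor signal below a set negative limit, without overly bright fluorescence or cell loss, cut at about -3.5 in these data, passing the limit was not always enough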;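 note: z-score of nuclear minus cytoplasmic ring GR-EGFP intensity difference per well; some compounds called inactive have numbers as strong as hits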
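Also added: dexamethasone, 1.0 µM final. Medium: tet-free, stripped-serum medium. Detection: fixed, Hoechst-stained cells imaged at 10x for EGFP. Read-out: nuclear-to-cytoplasmic GR-EGFP distribution per well. Times: induction 48 h, compound 1 h, agonist 30 min.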
human PMI inhibition = MPI enzyme activity inhibition – biochemical, fluorescence intensity, coupled assay, primary screen (AID 1209); purified PMI enzyme, coupled fluorescence intensity; higher % means a stronger effect; inhibition, % at 20 µM; hits with a dose series show IC50 in µM; 190,000 tested, 0.42% active;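 note: plate controls were DMSO vehicle for no effect and wells lacking substrate for full effect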
WT yeast gro inh = growth inhibition of WT yeast, mitochondrial fusion screen | 190,000 tested, 2.1% active | inhibition, % at 10 µM | mitochondrial fusion phenotypic screen, WT strain; in the data active = inhibition above about 58%; tested in S. cerevisiae
Autophagy HCS = alters autophagy in cells | MEF GFP-LC3 puncta imaging; test concentration mostly 10 µM | calls only at 10 µM (by protocol) | 190,000 tested, 0.98% active | AID 463193;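 active = percentage of spot-positive cells more than 3 SD above its plate mean, without a fluorescence outlier flag or 80% toxicity; inconclusive = no clear call, values can overlap the other calls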;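 note: spot-positive cell cutoff set from DMSO-treated cells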
Yfh1-off respiration = mitochondrial function rescue without frataxin homolog – Friedreich's ataxia, plus single-dose screen, dose response (AID 1465). S. cerevisiae Yfh1-off respiration, WST-1 reduction, 72 h; higher fold induction means a stronger effect. one-dose fold induction at 50 µM; EC50 in µM for titrated hits. 220,000 tested, 0.074% active;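 active = fold induction of absorbance versus untreated yeast above a set limit, then at least 30% activation at any dose in follow-up; inconclusive = repeats straddling the limit, or above it without dose testing; inactive = fold induction below the set limit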;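 note: activators that raise dye reduction in frataxin-depleted yeast; strong numbers were not always called active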
Insulin prom up = MIN6 insulin promoter up-regulation; MIN6 insulin promoter-GFP reporter, high-content imaging; active compounds read high; z-score at 5 µM; 190,000 tested, 0.3% active; AID 1625;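 active = z-score above 3 at 5 µM with at least 500 cells counted in the well; inconclusive = wells under 500 cells, flagged as cytotoxic or low count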
MT stabilize HCS = stabilizes microtubules in HeLa cells; 200,000 tested, 0.83% active; % tubulin-high responders, % at 10 µM; HeLa tubulin immunostaining HCS, 24 h; share of cells brighter than vehicle mean+2SD;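 active = plate Z-score above 3 for both tubulin-high and condensed-nucleus cell shares, with cell loss under 80%, at 10 µM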;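 note: anti alpha tubulin signal scored within the nucleus-defined area of each cell; some results filed as inactive read as strong as hits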
bCat nuc transl = beta-catenin nuclear translocation modulation; HeLa beta-catenin nuclear translocation, immunofluorescence imaging; nuclear translocation activity, % at 5 µM; 190,000 tested, 0.3% active; AID 1665;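 active = nuclear translocation activity above 50% at 5 µM, with a well cell count of 50 or more; inconclusive = wells under 50 cells across six images, flagged as toxic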;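 note: per-cell ratio of nuclear to cytoplasmic median beta-catenin stain intensity; plate controls were DMSO negative control for no effect and GSK-3 inhibitor IX positive control for full effect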
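Test system: human HeLa cells, native beta-catenin. Compound dosing: 5 µM primary single dose, 0.1% DMSO, 0.02–20 µM confirmation series. Incubation: compound exposure 24 h at 37°C. Detection: beta-catenin immunostaining with DAPI counterstain, 20x imaging, 6 fields/well. Read-out basis: Nuclear/cytoplasmic beta-catenin signal ratio, % activation.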
WT yeast gro inh mutant strain = recorded beside WT yeast gro inh, whose call it bears; inhibition, %; mitochondrial fusion phenotypic screen, mutant strain inhibition
Dynein cargo inh cytoplasmic EGFP = recorded beside Dynein cargo inh, whose call it bears; z-score; measured here: cytoplasmic GR-EGFP intensity; active compounds read high
Dynein cargo inh nuclear GR-EGFP = recorded beside Dynein cargo inh, whose call it bears; z-score; measured here: nuclear GR-EGFP intensity;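 lower value marks the stronger effect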
Dynein cargo inh cell count = second read-out of Dynein cargo inh, no call of its own (marks repeat the call); z-score; measured here: cell count per field
Insulin prom up cell count = also measured in Insulin prom up; calls as there; cell count; measured here: cytotoxicity, nuclei count;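 total cells summed across four imaged fields per well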
bCat nuc transl cell count 5 µM = second read-out of bCat nuc transl, no call of its own (marks repeat the call); cell count; measured here: cell count, cytotoxicity flag
MT stabilize HCS Hoechst-high % = second read-out of MT stabilize HCS, no call of its own (marks repeat the call); % Hoechst-high responders; measured here: nuclear condensation Hoechst responders;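 share of cells brighter than vehicle mean plus two SD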
MT stabilize HCS cytotoxicity % = also measured in MT stabilize HCS; calls as there; toxicity, %; measured here: cytotoxicity by cell density;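 0% = mean cell density of plate MIN control wells and 100% = no cells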
Autophagy HCS cell loss 18 h = recorded beside Autophagy HCS, whose call it bears; toxicity, %; measured here: cell loss, nuclei count;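 cell loss after 18 h compound exposure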
The depositor's hits bear a star; i = inactive; ? = inconclusive; . = no result given; + = active, no number; & = joins results of further samples; ! = a repeat was not active. Cut-off read from the data, not from the text of the source, unless noted: active = inhibition above about 50%; inactive = the rest.

SMILES | human PMI inhibitors | Dynein cargo inh | Dynein cargo inh cytoplasmic EGFP | Dynein cargo inh nuclear GR-EGFP | Dynein cargo inh cell count | human PMI inhibition | WT yeast gro inh | WT yeast gro inh mutant strain | Autophagy HCS | Autophagy HCS cell loss 18 h | Yfh1-off respiration | Insulin prom up | Insulin prom up cell count | MT stabilize HCS | MT stabilize HCS Hoechst-high % | MT stabilize HCS cytotoxicity % | bCat nuc transl | bCat nuc transl cell count 5 µM
O=C(CCN1C(=O)c2ccc([N+](=O)[O-])cc2C1=O)Nc1ccccc1C(=O)O | . | 0.77 | -0.25 | 0.27 | 0.33 | . | . | . | . | . | i | -0.13 | 1126 | . | . | . | 0.7 | 1318
O=C(/C=C/c1cccc([N+](=O)[O-])c1)NC(=S)Nc1cccc(NC(=O)c2ccccc2Cl)c1 | -3% | -0.62 | -0.34 | -0.62 | 1.2 | 2% | 9 | -8 | i | 9 | i | 0.51 | 1174 | 7.3 | 10.0 | 7.4 | 0.6 | 565
CC(=O)N1CCN(C2c3cccc4cccc(c34)C2NS(=O)(=O)c2ccccc2)CC1 (stereo unspecified) | 6% | 1.3 | -0.18 | 1.6 | -0.045 | 14% | 16 | 9 | i | -5 | i | -0.36 | 1245 | 3.6 | 2.3 | 6.4 | -1.3 | 1049
O=C(CSc1nnnn1-c1cccnc1)Nc1ccc(OCc2ccccc2)cc1 | 11% | 1.8 | -0.24 | 0.24 | -0.3 | 6% | 0 | 3 | i | -15 | i | -1.2 | 1253 | 4.8 | 1.5 | 7.2 | -0.5 | 1433
CCOC(=O)C1(Cc2ccccc2)CCN(Cc2cnn(-c3ccccc3)c2)CC1 | -4% | -0.7 | 0.73 | -0.12 | 0.56 | 4% | 8 | 7 | i | 7 | i | -0.51 | 1432 | 2.1 | 1.8 | 8.5 | 1.7 | 1093
CCc1ccc(NC(=O)C2CCN(S(=O)(=O)c3c(C)[nH]c(=O)[nH]c3=O)CC2)cc1 | 2% | -0.92 | -0.025 | -0.058 | 0.7 | 4% | 13 | 5 | i | -26 | i | -0.14 | 1524 | 2.1 | 1.2 | 12 | 1.3 | 1375
CCOc1ccc(C(=O)OCc2nnc(-c3cccs3)o2)cc1OC | 1% | -1.2 | -0.25 | -0.41 | 0.7 | -1% | -9 | -14 | i | -2 | i | 1.2 | 1252 | 2.6 | 2.0 | 9.2 | 1.5 | 1241
c1ccc(CCNc2ccccc2)cc1 | 6% | . | . | . | . | -8% | . | . | . | . | . | 0.57 | 1348 | . | . | . | 0.2 | 992
CCC(=O)c1ccc(OCc2ccc(C(=O)OC)cc2)cc1 | -1% | -0.9 | -0.33 | -0.77 | 1.3 | 2% | 9 | 12 | i | 3 | i | 0.57 | 1215 | 5.6 | 3.1 | 4.2 | . | .
Cc1nc2ccccc2nc1OCC(=O)NCc1ccc2c(c1)OCO2 | 9% | 1.6 | -0.17 | 0.93 | -1.2 | 6% | 4 | 25 | i | 39 | i | 0.26 | 1249 | 1.9 | 2.2 | 12 | -0.4 | 881
CC1CCC(C(C)C)C(OC(=O)Cn2c(-c3ccccc3)[n+](C)c3ccccc32)C1 (stereo unspecified) | -12%&-8% | -0.2&-0.99 | -0.18&-0.21 | -0.33&-0.31 | -0.18&0.51 | -14%&-5% | 40&43 | 31&23 | +! | 15*! | i | ? | 1413 | 3.6&2.8 | 3.9&2.3 | 16&8.5 | -7.0&5.3 | 638&782
CC(=O)NC(NC(C)=O)c1ccc(N(C)C)cc1 | 30% | 0.5 | 0.0096 | 0.28 | 0.23 | 10% | 0 | -6 | i | -6 | i | . | . | 2.6 | 2.2 | 6.0 | -1.4 | 1058
CCOC(=O)c1cnc(SCC(=O)c2ccc3c(c2)OCCO3)nc1N | 9% | 1.2 | -0.27 | 1.2 | -0.54 | 16% | 6 | -8 | i | -12 | i | -0.8 | 898 | 3.8 | 2.5 | 6.6 | -3.9 | 1129
CCOC(=O)N1CCN(C(=O)c2ccc3c(=O)n(CCC4=CCCCC4)c(=O)[nH]c3c2)CC1 | -10% | -0.83 | -0.21 | -0.35 | 1.1 | -13% | -8 | -19 | i | -10 | i | -1.5 | 1249 | 2.4 | 2.3 | 6.1 | -4.1 | 1006
CCS(=O)(=O)N1CCN(C(=O)c2cccc(OC)c2)CC1 | -3% | 0.91 | -0.2 | 0.67 | 0.5 | -4% | -2 | -1 | i | 13 | i | 0.56 | 1125 | 1.7 | 0.7 | 2.2 | -4.6 | 1005
CCN(CC)S(=O)(=O)c1ccc(Oc2ccccc2OC)cc1 | . | -0.21 | -0.26 | -0.22 | 0.36 | . | . | . | . | . | i | 0.01 | 1121 | . | . | . | -0.5 | 1235
C=CCNc1cc(N2CCCC2)ccc1[N+](=O)[O-] | 52%* | -0.56 | 0.0084 | -0.34 | 0.87 | 26% | 8 | -7 | i | -6 | i | -0.25 | 1639 | 5.9 | 1.7 | 6.9 | -3.1 | 929
Cn1c(SCC(=O)c2ccccc2)nnc1-c1ccco1 | 0% | 0.068 | -0.27 | 0.049 | 0.57 | 1% | 7 | -4 | i | 1 | i | -0.53 | 1313 | 3.0 | 3.1 | 4.7 | -2.0 | 501
C/C(=C\C(=O)c1ccccc1)NNc1nc2ccccc2s1 | -5% | 1.6 | 0.12 | 0.47 | -0.53 | -3% | -2 | -9 | i | 10 | i | -0.35 | 1529 | 1.3 | 1.8 | 9.7 | 0.0 | 1351
C=CCn1c(SCC(=O)N(C)C2CCS(=O)(=O)C2)nc2ccccc2c1=O (stereo unspecified) | -1% | 1.3 | -0.25 | 0.76 | -0.37 | 3% | 0 | 12 | i | 18 | i | . | . | 1.8 | 0.9 | 3.1 | 0.5 | 1481
O=C(Nc1ccc(F)cc1F)NC1CC1 | 9% | -0.38 | -0.049 | -0.062 | 1.1 | 7% | 3 | 4 | i | -5 | i | 0.21 | 1656 | 1.9 | 2.1 | 15 | -1.4 | 1052
COCCCNC(=O)CCCn1c(=O)c2ccccc2n(CC(=O)Nc2c(C)cccc2C)c1=O | 5% | 0.48 | -0.21 | 0.35 | 0.092 | 8% | 3 | 7 | i | -6 | i | 0.3 | 1269 | 6.6 | 1.9 | 0.5 | -1.0 | 1068
Cc1cccc(NC(=O)c2onc3c2CCCC3)n1 | -5% | 1.9 | -0.2 | 0.67 | -1.2 | -3% | 38 | 14 | i | 5 | i | -0.25 | 1137 | 3.8 | 2.9 | 12 | . | .
CCOC(=O)N/N=C/c1c(C)nn(-c2ccccc2Cl)c1Cl | -4% | -0.84 | -0.19 | -0.68 | 0.1 | 13% | -6 | -8 | i | -5 | i | -0.07 | 1559 | 3.5 | 3.0 | 1.3 | 2.1 | 1046
COC(OC)C12c3ccccc3C(c3ccccc31)C1C(=O)N(c3cccnc3)C(=O)C12 (stereo unspecified) | -4% | -0.16 | -0.33 | 0.021 | 0.82 | 0% | -2 | 9 | i | -10 | i | 0.04 | 1361 | 2.7 | 1.8 | 8.7 | -0.1 | 1118
COc1cc(C(=O)Nc2ccc(N3CCOCC3)cc2)ccc1OCc1c(C)noc1C | 10% | 0.16 | -0.27 | -0.11 | 0.71 | 6% | -12 | -16 | i | -4 | i | -0.55 | 1510 | 4.0 | 1.7 | 5.9 | -1.3 | 1170
O=C(Nc1ccc(NC(=O)c2cccs2)cn1)c1ccco1 | -5% | -0.65 | 0.28 | 0.057 | 0.74 | -5% | 7 | -4 | i | 6 | i | -0.15 | 1173 | 3.4 | 2.9 | 13 | -0.6 | 1358
Cc1cccc(C(=O)N=c2c(C#N)cc3c(=O)n4cccc(C)c4nc3n2Cc2ccco2)c1 | -15% | -1.7 | 0.27 | -0.59 | 0.73 | 0% | 1 | 2 | + | 15* | i | 0.36 | 898 | 2.4 | 2.1 | 5.2 | . | .
CCOC(=O)CSC1=C(C#N)C(c2ccccc2)C(C(C)=O)=C(C)N1 (stereo unspecified) | 6% | -1 | -0.33 | -0.76 | 1.4 | -7% | -9 | 3 | i | -1 | i | 0.09 | 1308 | 4.0 | 3.2 | 5.5 | -0.8 | 1347
COc1cccc(C2c3[nH]c4ccccc4c3CCN2Cc2cccc(C)n2)c1 (stereo unspecified) | 22% | -0.23 | -0.24 | -0.017 | 0.42 | 21% | 40 | 34 | i | 19 | i | -0.12 | 1470 | 2.1 | 2.0 | 5.5 | 1.8 | 874
Cc1ccc(C)c(C(=O)O/N=C(\N)c2ccc(Br)cc2)c1 | 13% | 1.9 | 0.13 | 1.1 | -0.5 | 21% | 19 | 24 | i | 2 | i | -0.16 | 909 | 2.4 | 1.5 | 6.3 | . | .
CCOc1ncnc2c1sc1nc(C)cc(C)c12 | . | 0.85 | -0.14 | 0.94 | -0.54 | . | . | . | . | . | i | -0.04 | 1046 | . | . | . | -2.3 | 1336

Marked active in human PMI inhibitors (from the list above):
compound | human PMI inhibitors | Dynein cargo inh | Dynein cargo inh cytoplasmic EGFP | Dynein cargo inh nuclear GR-EGFP | Dynein cargo inh cell count | human PMI inhibition | WT yeast gro inh mutant strain | MT stabilize HCS Hoechst-high %
C=CCNc1cc(N2CCCC2)ccc1[N+](=O)[O-] | 52%* | -0.56 | 0.0084 | -0.34 | 0.87 | 26% | -7 | 1.7
